# BioA inh = BioA (M. tuberculosis) enzyme inhibition; purified M. tuberculosis BioA enzyme, plate reader; inhibition, % at 9.99 µM; 0.096% of 360,000 active; AID 602481; in the data active = inhibition above about 40%
# The depositor's hits bear a star. These rows are one share of the data; the hit share may differ from the screen's.
SMILES,BioA inh
C[C@@H]1CN([C@@H](C)CO)C(=O)Cc2cc(N(C)C)ccc2O[C@H]1CN(C)C,0.1
C[C@H]1CCCCO[C@H](CN(C)CC2CC2)[C@@H](C)CN([C@@H](C)CO)C(=O)c2cc(NS(C)(=O)=O)ccc2O1,-1.5
COc1ccccc1NC(=O)Nc1ccc2c(c1)C(=O)N(C)C[C@H](OC)[C@H](C)CN[C@@H](C)CO2,-4.0
C[C@@H]1CCCCO[C@H](CN(C)Cc2ccc(C(=O)Nc3ccccc3N)cc2)[C@@H](C)CN([C@H](C)CO)C(=O)c2cc(NS(=O)(=O)c3cn(C)cn3)ccc2O1,1.9
C[C@H]1CN([C@@H](C)CO)C(=O)c2cc(/C=C/c3ccccc3)cnc2O[C@H]1CN(C)Cc1cccnc1,10.5
COc1cccc(C(=O)Nc2ccc3c(c2)C(=O)N(C)[C@@H]2CC[C@H](CC(=O)NCC(F)(F)F)O[C@@H]2CO3)c1,-0.4
C[C@@H]1CN([C@H](C)CO)C(=O)c2cc(C#CC3(O)CCCC3)cnc2O[C@@H]1CN(C)C(=O)Cc1ccccc1,-1.3
CO[C@H]1CN(C)C(=O)c2cc(NS(=O)(=O)CC(F)(F)F)ccc2OC[C@@H](C)N(C)C[C@@H]1C,-0.7
CC(C)NC(=O)Nc1ccc2c(c1)C(=O)N([C@@H](C)CO)C[C@H](C)[C@H](CN(C)Cc1ccccc1)O2,-0.3
Cc1ccccc1-c1ccc([C@@H]2[C@@H](CO)N3CCCCN(S(=O)(=O)c4ccc(F)cc4)C[C@H]23)cc1,-1.0
Cc1ccc(S(=O)(=O)N(C)C[C@@H]2Oc3c(NC(=O)c4ccncc4)cccc3C(=O)N([C@@H](C)CO)C[C@H]2C)cc1,0.0
COc1ccccc1NC(=O)N1CCCCN2[C@H](CO)[C@H](c3ccc(C#CC4CCCC4)cc3)[C@@H]2C1,-4.1
COc1ccc(S(=O)(=O)Nc2cccc3c2O[C@H](CN(C)C(=O)Nc2ccc(F)cc2)[C@@H](C)CN([C@H](C)CO)C3=O)cc1,-2.0
CCCC(=O)Nc1ccc2c(c1)C(=O)N(C)[C@@H]1CC[C@@H](CC(=O)NCCCN(C)C)O[C@H]1CO2,0.0
C[C@@H]1CN([C@H](C)CO)C(=O)c2ccccc2-c2ccccc2CO[C@H]1CN(C)C(=O)[C@@H]1CCCN1C,-2.6
O=C(C[C@@H]1CC[C@@H](NC(=O)C2CCC2)[C@H](CO)O1)NCc1ccccc1Cl,3.9
Cc1noc(C)c1S(=O)(=O)Nc1ccc2c(c1)C(=O)N([C@H](C)CO)C[C@H](C)[C@H](CN(C)C(=O)C1CCCCC1)OCCCC[C@H](C)O2,-0.5
COC(=O)c1c2oc(c1C(=O)OC)C(=O)N[C@@H](Cc1ccccc1)Cn1cc(nn1)CNC(=O)[C@@H](Cc1ccccc1)NC(=O)N[C@@H](CO)CC2,1.9
C[C@H]1CCCCO[C@@H](CN(C)Cc2ccccc2)[C@@H](C)CN([C@@H](C)CO)C(=O)c2cc(NS(C)(=O)=O)ccc2O1,-2.8
CN(C)CC(=O)Nc1ccc2c(c1)[C@@H]1C[C@H](CC(=O)NCc3ccccn3)O[C@H](CO)[C@@H]1O2,-0.2
O=C(Nc1ccccc1)N[C@@H]1CC[C@@H](CCn2cc(C3(O)CCCC3)nn2)O[C@@H]1CO,-1.9
Cc1ccc(S(=O)(=O)N2CC[C@@H]3[C@H]2c2cc(-c4ccc(C#N)cc4)ccc2N[C@@H]3CO)cc1,1.0
CCC(=O)N(C)C[C@@H]1Oc2ncc(-c3ccccc3F)cc2C(=O)N([C@@H](C)CO)C[C@@H]1C,-2.5
C[C@@H]1CN([C@H](C)CO)C(=O)c2cc(NC(=O)NC3CCCCC3)ccc2O[C@@H](C)CCCCO[C@H]1CN(C)Cc1ccncc1,1.3
O=C(NC1CCC1)[C@H]1[C@H](CO)[C@H]2Cn3c(cccc3=O)[C@H]2N1CCc1ccccc1,-0.6

# Exported tab-delimited: part of the list above.
molecule	BioA inh
O=C(C[C@@H]1CC[C@@H](NC(=O)C2CCC2)[C@H](CO)O1)NCc1ccccc1Cl	3.9
Cc1ccc(S(=O)(=O)N(C)C[C@@H]2Oc3c(NC(=O)c4ccncc4)cccc3C(=O)N([C@@H](C)CO)C[C@H]2C)cc1	0.0

# An excerpt from above in order of number of heavy atoms, smallest number first:
SMILES,BioA inh
O=C(C[C@@H]1CC[C@@H](NC(=O)C2CCC2)[C@H](CO)O1)NCc1ccccc1Cl,3.9
CCCC(=O)Nc1ccc2c(c1)C(=O)N(C)[C@@H]1CC[C@@H](CC(=O)NCCCN(C)C)O[C@H]1CO2,0.0
Cc1ccccc1-c1ccc([C@@H]2[C@@H](CO)N3CCCCN(S(=O)(=O)c4ccc(F)cc4)C[C@H]23)cc1,-1.0
COc1ccccc1NC(=O)N1CCCCN2[C@H](CO)[C@H](c3ccc(C#CC4CCCC4)cc3)[C@@H]2C1,-4.1
COc1cccc(C(=O)Nc2ccc3c(c2)C(=O)N(C)[C@@H]2CC[C@H](CC(=O)NCC(F)(F)F)O[C@@H]2CO3)c1,-0.4
Cc1ccc(S(=O)(=O)N(C)C[C@@H]2Oc3c(NC(=O)c4ccncc4)cccc3C(=O)N([C@@H](C)CO)C[C@H]2C)cc1,0.0
C[C@@H]1CN([C@H](C)CO)C(=O)c2cc(NC(=O)NC3CCCCC3)ccc2O[C@@H](C)CCCCO[C@H]1CN(C)Cc1ccncc1,1.3

# The results go on:
SMILES,BioA inh
CO[C@@H]1CN(C)C(=O)c2cc(NS(C)(=O)=O)ccc2OC[C@H](C)N(Cc2ccccc2)C[C@H]1C,0.0
C[C@@H]1CCCCO[C@H](CN(C)S(=O)(=O)c2ccccc2)[C@H](C)CN([C@H](C)CO)C(=O)c2cc(NS(=O)(=O)c3cn(C)cn3)ccc2O1,-0.2
C[C@@H]1CN([C@H](C)CO)S(=O)(=O)c2ccc(Br)cc2O[C@H]1CN(C)Cc1ccccc1,-1.2
C[C@@H]1CN([C@H](C)CO)C(=O)Cc2cc(NC(=O)Cc3ccccc3)ccc2O[C@@H]1CN(C)Cc1ccccc1,0.5
COc1ccc(S(=O)(=O)Nc2ccc3c(c2)C(=O)N([C@@H](C)CO)C[C@@H](C)[C@H](CN(C)CC2CC2)O3)cc1,0.4
C[C@@H]1CCCCO[C@H](CN(C)C(=O)Nc2ccc(C(F)(F)F)cc2)[C@H](C)CN([C@@H](C)CO)C(=O)c2cc(NC(=O)Nc3ccc4c(c3)OCO4)ccc2O1,-1.8
C[C@H](CO)N1C[C@H](C)[C@H](CN(C)C(=O)c2ccccc2)Oc2cc(C#CC3(O)CCCC3)ccc2S1(=O)=O,1.0
O=C(N[C@@H]1C=C[C@H](CC(=O)N2CCCCC2)O[C@@H]1CO)c1cccc(F)c1,-2.4
C[C@@H]1CN([C@@H](C)CO)C(=O)c2cc(NC(=O)Nc3ccc(F)cc3)ccc2O[C@@H]1CN(C)Cc1ccc(C(=O)O)cc1,-0.6
CCc1cnc(N2[C@H](C#N)[C@@H](c3ccc(C#Cc4ccccc4F)cc3)[C@H]2CO)s1,-5.4
COc1ccc(S(=O)(=O)Nc2ccc3c(c2)CC(=O)N([C@H](C)CO)C[C@H](C)[C@H](CN(C)Cc2ccc(-c4ccccc4)cc2)O3)cc1,-2.8
O=C(C[C@H]1CC[C@H](NS(=O)(=O)c2ccccc2F)[C@@H](CO)O1)NCCCN1CCOCC1,0.1
COc1ccc(S(=O)(=O)N(C)C[C@@H]2OCCCC[C@@H](C)Oc3ccc(NC(=O)c4ccncc4)cc3C(=O)N([C@H](C)CO)C[C@@H]2C)cc1,0.2
CN(C)CCCNC(=O)C[C@@H]1CC[C@H]2[C@@H](COC[C@H](O)CN2S(=O)(=O)c2ccccc2)O1,-1.7
COc1ccc(S(=O)(=O)Nc2ccc3c(c2)C(=O)N([C@H](C)CO)C[C@@H](C)[C@@H](CN(C)CC2CCCCC2)OCCCC[C@H](C)O3)cc1,-0.8
O=C(C[C@H]1CC[C@@H](NC(=O)CCN2CCCCC2)[C@H](CO)O1)NCc1ccc(Cl)c(Cl)c1,2.8
C[C@@H]1CCCCO[C@@H](CN(C)C(=O)NC2CCCCC2)[C@H](C)CN([C@@H](C)CO)C(=O)c2cc(NS(=O)(=O)c3cn(C)cn3)ccc2O1,1.8
CCCNC(=O)[C@@H]1[C@@H](CO)[C@@H]2Cn3c(ccc(-c4ccc(F)cc4)c3=O)[C@H]1N2CCC,-0.7
CO[C@H]1CN(C)C(=O)c2cc(NC(=O)C3CCC3)ccc2OC[C@@H](C)N(C(=O)NC(C)C)C[C@H]1C,-1.7
COc1ccc(S(=O)(=O)Nc2cccc3c2O[C@@H](CN(C)C(=O)Nc2c(C)noc2C)[C@@H](C)CN([C@@H](C)CO)C3=O)cc1,-2.3
C[C@H]1CN([C@@H](C)CO)C(=O)c2cc(C#CC3(O)CCCC3)cnc2O[C@@H]1CN(C)Cc1ccccc1,-1.3
CCCC#Cc1ccc([C@H]2[C@@H](CO)N3CCCCN(CC4CC4)C[C@@H]23)cc1,-0.9
O=C(C[C@H]1C[C@@H]2c3cc(NC(=O)C4CCC4)ccc3O[C@@H]2[C@H](CO)O1)NCCN1CCCCC1,0.3
C[C@H]1CN([C@@H](C)CO)C(=O)c2cccc(NS(=O)(=O)c3cn(C)cn3)c2O[C@@H]1CN(C)Cc1ccc2c(c1)OCO2,0.4
C[C@@H]1CN([C@H](C)CO)S(=O)(=O)c2ccc(C#CC3CC3)cc2O[C@H]1CN(C)C(=O)C1CCCCC1,1.8
# The list goes on:
SMILES,BioA inh
COc1ccccc1C(=O)N1C[C@@H]2[C@H](c3ccccc31)[C@H](CO)N2CC1CCOCC1,2.0
C[C@@H]1CN([C@H](C)CO)C(=O)c2cccc(NC(=O)C3CCCCC3)c2O[C@@H]1CN(C)Cc1ccc(C(=O)Nc2ccccc2N)cc1,-0.8
COC(=O)C[C@H]1C[C@@H]2c3cc(N(C)C)ccc3O[C@@H]2[C@@H](CO)O1,0.0
COc1ccc(S(=O)(=O)N(C)C[C@@H]2OCc3ccccc3-c3ccccc3C(=O)N([C@@H](C)CO)C[C@@H]2C)cc1,0.2
C[C@@H]1CN([C@@H](C)CO)C(=O)Cc2cc(NC(=O)Cc3ccccc3)ccc2O[C@H]1CN(C)CC1CCCCC1,0.8
CNC[C@@H]1Oc2ccc(NC(=O)Nc3cccc4ccccc34)cc2C(=O)N([C@@H](C)CO)C[C@H]1C,-6.3
C[C@@H]1CN([C@H](C)CO)C(=O)c2cccc(NC(=O)Nc3ccc4c(c3)OCO4)c2O[C@H]1CN(C)S(=O)(=O)c1ccc(Cl)cc1,-6.6
C[C@@H]1CN([C@H](C)CO)C(=O)c2cc(C#CC3CC3)cnc2O[C@@H]1CN(C)Cc1ccncc1,0.0
CCC(=O)N1C[C@H](C)[C@@H](OC)CN(C)C(=O)c2ccc(NC(=O)c3ccccc3)cc2OC[C@H]1C,-2.0
C[C@@H]1CN([C@@H](C)CO)S(=O)(=O)c2ccc(-c3cccc(C(=O)N(C)C)c3)cc2O[C@H]1CN(C)C(=O)Cc1ccccn1,-0.2
C[C@@H]1CN([C@@H](C)CO)C(=O)c2cc(NC(=O)c3ccncc3)ccc2O[C@@H](C)CCCCO[C@@H]1CN(C)S(=O)(=O)c1ccc(Cl)cc1,-0.4
COCC(=O)Nc1ccc2c(c1)C(=O)N(C)C[C@H](OC)[C@H](C)CN(Cc1ccccn1)[C@H](C)CO2,0.2
CN1C[C@H]2[C@@H](c3ccccc31)[C@@H](CO)N2C(=O)C1CCOCC1,-0.9
Cc1ccc(S(=O)(=O)N(C)C[C@H]2Oc3ccc(NC(=O)NC4CCCCC4)cc3CC(=O)N([C@@H](C)CO)C[C@@H]2C)cc1,-1.7
CS(=O)(=O)Nc1ccc2c(c1)[C@@H]1C[C@H](CC(=O)N3CCCCC3)O[C@@H](CO)[C@@H]1O2,1.0
COCC#Cc1cnc2c(c1)C(=O)N([C@H](C)CO)C[C@H](C)[C@H](CN(C)C(=O)C1CCC1)O2,-6.3
COc1ccc(CN(C)C[C@H]2OCCCC[C@H](C)Oc3ccc(NC(=O)Nc4ccc(C(F)(F)F)cc4)cc3C(=O)N([C@@H](C)CO)C[C@H]2C)cc1,-2.3
COc1ccc(NC(=O)N(C)C[C@H]2OCCCC[C@@H](C)Oc3ccc(NC(=O)c4ccncc4)cc3C(=O)N([C@H](C)CO)C[C@H]2C)cc1,-2.2
COc1ccc(CN(C)C[C@@H]2Oc3ccc(NS(=O)(=O)c4ccc(OC)cc4)cc3C(=O)N([C@@H](C)CO)C[C@@H]2C)cc1,-1.3
C[C@@H]1CN([C@@H](C)CO)C(=O)c2cc(NC(=O)CCN3CCOCC3)ccc2O[C@H]1CN(C)CC1CCCCC1,0.2
CNC(=O)C[C@H]1CC[C@H]2[C@H](COc3ccc(NC(=O)Nc4cccc(F)c4)cc3C(=O)N2C)O1,13.6
O=C(C[C@H]1CC[C@H]2[C@@H](COC[C@@H](O)CN2C(=O)c2ccccc2F)O1)NCc1ccc(F)cc1,1.8
CCC(=O)N1CCCCN2[C@H](C1)[C@H](c1ccc(-c3cccc(C#N)c3)cc1)[C@@H]2CO,-0.5
COc1ccccc1-c1cnc2c(c1)C(=O)N([C@@H](C)CO)C[C@H](C)[C@@H](CN(C)C(=O)c1ccncc1)O2,2.5
Cc1noc(C)c1S(=O)(=O)Nc1ccc2c(c1)C(=O)N([C@H](C)CO)C[C@@H](C)[C@H](CN(C)C)O2,-0.7
C[C@@H]1CN([C@@H](C)CO)C(=O)c2cc(NC(=O)Cn3cnnn3)ccc2O[C@@H]1CN(C)C(=O)Nc1ccc2c(c1)OCO2,7.0
CN1CCN(C(=O)C[C@@H]2CC[C@H]3[C@@H](COc4ccc(NC(=O)c5ccc(F)c(F)c5)cc4C(=O)N3C)O2)CC1,4.4
C[C@@H]1CN([C@@H](C)CO)C(=O)c2cccc(NS(=O)(=O)c3ccccc3)c2O[C@@H]1CN(C)C,2.2
O=C(C[C@@H]1C=C[C@@H](NS(=O)(=O)c2ccc(F)cc2)[C@H](CO)O1)N1CCN(c2ccccc2)CC1,-5.3

# Screening data: PubChem BioAssay, Broad Institute
